# CHO parental Ca = counter-screen for OX1R antagonists: effect in parental CHO cells. 330,000 tested, 0.63% active. AID 463079. inhibition, % at 5.6 µM. parental CHO-K1, ATP-induced calcium, Fluo-8 fluorescence;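 active means inhibition above that plate's mean sample inhibition plus 3 SD, cut at about 26% in these data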;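 further: 0% = ATP-challenged DMSO wells and 100% = DMSO wells without ATP; some compounds past the cut are filed as inactive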
#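 Test system: untransfected parental CHO cell line; also added: ATP stimulus; dosing: 5.6 µM, single dose; signal: calcium-sensitive Fluo-8 fluorescence; measure: percent inhibition of ATP-evoked calcium rise, normalized to controls; benchmarks: low control ATP plus DMSO, high control DMSO only; replication: one well per compound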
# GPR7 antagonist = antagonists of human GPR7 (neuropeptides B/W receptor 1) | P48145 | GPR7-expressing cells, fluorescence antagonist assay | AID 1861 | inhibition, % at 4.4 µM | 290,000 tested, 1.1% active; in the data active means inhibition above about 16%, passing the limit was not always enough;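 further: cells stimulated with the agonist NPW; 0% = agonist with vehicle and 100% = vehicle without agonist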
# OXTR potentiator = potentiators of human oxytocin receptor | activation, % at 3 µM | CHO-OTR cells, Fluo-8 calcium fluorescence, potentiator mode; 0% = oxytocin EC15, 100% = EC100 | 320,000 tested, 0.061% active;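 active means activation above that plate's cutoff, the mean activation of tested compounds plus 3 SD, cut at about 6.6% in these data, passing the limit was not always enough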;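 further: 100% uses oxytocin at 75 nM as the full agonist control; some results filed as inactive read as strong as hits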
# Target sequence (P30559 whole entry, looked up): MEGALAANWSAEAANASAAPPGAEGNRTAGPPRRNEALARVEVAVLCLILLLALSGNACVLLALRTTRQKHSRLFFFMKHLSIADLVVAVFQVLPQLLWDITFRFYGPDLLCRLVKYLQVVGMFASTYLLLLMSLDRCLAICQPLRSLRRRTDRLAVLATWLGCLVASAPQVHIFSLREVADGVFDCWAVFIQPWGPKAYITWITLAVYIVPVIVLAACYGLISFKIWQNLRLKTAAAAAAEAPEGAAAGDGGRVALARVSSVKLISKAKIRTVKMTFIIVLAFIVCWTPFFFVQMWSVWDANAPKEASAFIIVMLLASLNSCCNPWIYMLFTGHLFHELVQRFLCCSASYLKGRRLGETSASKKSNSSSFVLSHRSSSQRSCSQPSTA
#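 assay system = CHO-OTR cells, human receptor | schedule = compound 6 min at room temperature before oxytocin, 100 s read | detection = Fluo-8 intracellular calcium fluorescence, ex 470-495, em 515-575 nm | evaluation = normalized max/min fluorescence ratio, % activation | control set = EC15 oxytocin alone as 0%, 75 nM oxytocin (EC100) as 100%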
# CHO-K1 Ca antag = M1 antagonist counterscreen hit in parental CHO-K1 cells; 360,000 tested, 0.6% active; ATP-induced calcium, Fluo-8 fluorescence; inhibition, % at 3 µM;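 active means inhibition above a per-plate cutoff, the plate's mean sample inhibition plus 3 SD, cut at about 24% in these data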;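 further: 0% = DMSO plus EC80 ATP and 100% = DMSO alone without ATP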
# TAAR1 antag = antagonists of human TAAR1; Q96RJ0; CHO RD-HGA16 TAAR1, Fluo-8 calcium fluorescence, antagonist; inhibition, % at 3 µM; 360,000 tested, 1.5% active;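 active means inhibition above a per-plate cutoff, the mean inhibition of test compounds on that plate plus 3 SD, cut at about 49% in these data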;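 further: 0% = DMSO plus EC80 beta-PEA response and 100% = DMSO alone without agonist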
#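 Test system – hTAAR1-expressing CHO RD-HGA16 cells, Gα16-coupled · Also added – β-PEA at EC80 concentration, post-compound challenge · Compound – 3 µM, single point · Incubation – dye loading 75 min at 37 °C, then 30 min room temperature · Measured by – Fluo-8 intracellular calcium dye fluorescence, real-time kinetic reads · Benchmarks – vehicle and agonist controls · Replicates – singlicate, one well per test compound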
# OXTR ag = human OXTR agonism. P30559. CHO-OTR cells, Fluo-8 calcium fluorescence; normalized: DMSO 0%, oxytocin 100%. activation, % at 3 µM. 320,000 tested, 0.32% active. AID 2435;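 active means activation above the mean of all tested compounds plus 3 SD, cutoff set per screening run, cut at about 20% in these data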;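 further: peak over basal fluorescence ratio from a 100 s FLIPR kinetic read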
# CHO-K1 Ca ag = M1 agonist counterscreen hit in parental CHO-K1 cells | Fluo-8 calcium fluorescence; scaled to maximal ATP response, vehicle zero | activation, % at 3 µM | 360,000 tested, 0.48% active | AID 602248; in the data active means activation above about 15%;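 further: untransfected CHO-K1 host cells lacking M1 receptor as counterscreen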
# CHO-K1 Ca PAM = M1 PAM counterscreen hit in parental CHO-K1 cells; 360,000 tested, 0.02% active; activation, % at 3 µM; AID 602247; ATP EC20, Fluo-8 calcium fluorescence; 0% at ATP EC20, 100% at ATP max;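 active means activation above the run cutoff, the mean activation of all test compounds plus 3 SD, cut at about 40% in these data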;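 further: peak over basal fluorescence ratio in a 140 s read after ATP addition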
# V1R ag counter = V1a receptor agonism, counter-screen for OXTR agonists; 320,000 tested, 0.25% active; activation, % at 3 µM; P37288; CHO-V1R cells, Fluo-8 calcium fluorescence, agonist mode; 0% DMSO, 100% 3 nM vasopressin;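 active means activation above the mean activation of all tested compounds plus 3 SD, per screening run, cut at about 20% in these data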;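 further: signal is peak over basal fluorescence ratio across a 100 second FLIPR read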
# Target sequence (P37288 whole entry, looked up): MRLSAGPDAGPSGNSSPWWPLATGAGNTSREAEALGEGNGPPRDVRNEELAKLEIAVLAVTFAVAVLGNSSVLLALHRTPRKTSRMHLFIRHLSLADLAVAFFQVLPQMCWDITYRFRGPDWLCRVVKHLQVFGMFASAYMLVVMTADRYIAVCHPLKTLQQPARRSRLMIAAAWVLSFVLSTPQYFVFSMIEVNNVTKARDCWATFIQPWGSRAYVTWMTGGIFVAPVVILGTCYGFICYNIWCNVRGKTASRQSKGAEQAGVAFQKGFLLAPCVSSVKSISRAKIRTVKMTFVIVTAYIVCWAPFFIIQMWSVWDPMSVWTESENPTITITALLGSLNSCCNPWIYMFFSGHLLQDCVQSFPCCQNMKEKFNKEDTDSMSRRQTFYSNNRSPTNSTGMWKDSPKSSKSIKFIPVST
# * = called active by the depositor; . = not tested or not shown. This is a random part of the collection; overall some 3.5% were active at least once.
# Field names – A = CHO parental Ca; B = GPR7 antagonist; C = OXTR potentiator; D = CHO-K1 Ca antag; E = TAAR1 antag; F = OXTR ag; G = CHO-K1 Ca ag; H = CHO-K1 Ca PAM; I = V1R ag counter
COc1ccc(S(=O)(=O)N2c3ccccc3OCC2CC(=O)O)cc1 (stereo unspecified)
  A = -2; B = -12; C = -7; D = -8; E = -7; F = 0.1; G = 2.4; H = 18; I = 0.7
O=C(Nc1ccc2c(c1)OCCO2)C(C1CC1)N1CCN(C/C=C/c2ccccc2)CC1 (stereo unspecified)
  A = .; B = .; C = .; D = -13; E = -5; F = .; G = 1.0; H = 7; I = .
NS(=O)(=O)c1ccc(CCNC(=O)c2cc(-c3ccccc3)nc3ccccc23)cc1
  A = -7; B = -10; C = -2; D = 1; E = 45; F = -0.2; G = 4.6; H = 13; I = -0.7
COc1cccc(C2SCC(=O)N2c2ccc(C)cc2)c1OC (stereo unspecified)
  A = -14; B = -3; C = 3; D = -8; E = -1; F = -0.9; G = 0.1; H = 16; I = -0.7
Cc1cccc(N=Nc2c(C)[nH]n(C(N)=S)c2=O)c1C
  A = -8; B = 2; C = 0; D = .; E = -7; F = -1.5; G = .; H = .; I = -0.6
CCOc1ccc(C(=O)CN2C(=O)NC3(CCCc4ccccc43)C2=O)cc1 (stereo unspecified)
  A = .; B = .; C = .; D = 1; E = 7; F = .; G = 1.7; H = 18; I = .
Cc1ccsc1/C=C/C1=Cc2c(sc(NC(=O)CSc3n[nH]c(N)n3)c2C#N)C(C)(C)C1
  A = -15; B = -7; C = -8; D = 2; E = 24; F = 46*; G = 0.8; H = 14; I = 5.4
COc1ccc(-c2nc3ccc(Cl)cn3c2Cc2ccsc2)cc1OC
  A = .; B = .; C = .; D = -15; E = -13; F = .; G = 0.4; H = 6; I = .
Cc1ccc(N2CCCCn3c2nc2c3c(=O)[nH]c(=O)n2C)cc1
  A = -22; B = -4; C = -6; D = -15; E = -15; F = -1.7; G = -0.3; H = 15; I = -0.7
CC(=O)C12C3C4C(C5C1C3C5(Br)C41OCCO1)C21OCCO1 (stereo unspecified)
  A = -10; B = -6; C = -1; D = -4; E = -1; F = -0.4; G = 1.0; H = 26; I = 0.9
CCn1c(SCC(=O)Nc2ccc(NC(C)=O)cc2)nc2c([nH]c3ccccc32)c1=O
  A = -13; B = 2; C = -10; D = -6; E = -5; F = -1.0; G = -0.1; H = 5; I = -0.6
CCCCc1ccc(S(=O)(=O)NC2CCS(=O)(=O)C2)cc1 (stereo unspecified)
  A = -10; B = -13; C = -10; D = 11; E = 3; F = 2.3; G = 5.8; H = 12; I = 2.5
CCSc1nnc(Cn2c(=O)sc3ccccc32)n1-c1ccccc1C
  A = -14; B = -1; C = -3; D = -16; E = -26; F = -0.1; G = 0.0; H = 8; I = -0.2
O=C(COC(=O)C(Cc1ccccc1)NC(=O)c1ccc(Cl)cc1)c1ccc(Cl)cc1 (stereo unspecified)
  A = -3; B = -3; C = -4; D = -11; E = 22; F = 0.0; G = 0.4; H = 10; I = 3.1
CN(C)c1ccc(C2SCCN2C(=O)c2ccc([N+](=O)[O-])cc2)cc1 (stereo unspecified)
  A = -12; B = 1; C = -8; D = -7; E = -8; F = -1.4; G = 6.2; H = 1; I = 0.1
C#CCN(N(C)c1ncc(C(F)(F)F)cc1Cl)S(=O)(=O)c1ccc2ccccc2c1
  A = -6; B = -10; C = -12; D = -15; E = 10; F = 0.6; G = 0.6; H = -3; I = 0.8
O=C(CC1C[C@H](C(=O)N2CCCCC2)[C@@]2(CCc3ccccc3)c3[nH]c4ccccc4c3CCN2C1=O)NCc1ccco1 (stereo partly specified)
  A = -24; B = .; C = -9; D = 0; E = -2; F = -1.1; G = 0.4; H = -4; I = -0.5
CCN(Cc1ccncc1)C(=O)C1CCC(=O)N(Cc2ccc(Cl)cc2)C1 (stereo unspecified)
  A = -6; B = -1; C = -13; D = -7; E = -20; F = 0.1; G = 0.2; H = 5; I = -0.7
Cn1c2c(c3ccccc31)CCN(CCCCN1CCN(c3ccccc3)CC1)C2=O
  A = .; B = .; C = .; D = 3; E = -6; F = .; G = 0.1; H = -11; I = .
Cc1nn(-c2ccccc2)c(C)c1S(=O)(=O)O
  A = -5; B = 16; C = -1; D = -3; E = 1; F = -0.6; G = 0.6; H = 3; I = -0.2

# Reprinted at random: 3 entries already listed.
# Field names – A = CHO parental Ca; B = GPR7 antagonist; C = OXTR potentiator; D = CHO-K1 Ca antag; E = TAAR1 antag; F = OXTR ag; G = CHO-K1 Ca ag; H = CHO-K1 Ca PAM; I = V1R ag counter
Cn1c2c(c3ccccc31)CCN(CCCCN1CCN(c3ccccc3)CC1)C2=O
  A = .; B = .; C = .; D = 3; E = -6; F = .; G = 0.1; H = -11; I = .
CN(C)c1ccc(C2SCCN2C(=O)c2ccc([N+](=O)[O-])cc2)cc1 (stereo unspecified)
  A = -12; B = 1; C = -8; D = -7; E = -8; F = -1.4; G = 6.2; H = 1; I = 0.1
CCSc1nnc(Cn2c(=O)sc3ccccc32)n1-c1ccccc1C
  A = -14; B = -1; C = -3; D = -16; E = -26; F = -0.1; G = 0.0; H = 8; I = -0.2

# Next part
# Value order: CHO parental Ca, GPR7 antagonist, OXTR potentiator, CHO-K1 Ca antag, TAAR1 antag, OXTR ag, CHO-K1 Ca ag, CHO-K1 Ca PAM, V1R ag counter
O=C(Nc1c[nH]c(=O)[nH]c1=O)c1cc([N+](=O)[O-])cc([N+](=O)[O-])c1
  0, -1, -16, -10, 2, 2.4, 1.0, 11, 0.1
COc1cc(C(C)=O)ccc1OCCCOc1cccc2cccnc12
  -13, -7, -6, 1, 6, 0.9, 4.0, -9, 0.5
COc1ccc(C(=O)N(Cc2nc(-c3ccc(C)cc3)no2)C(C)C)cc1OC
  -12, -10, -5, -17, -16, -1.2, -0.3, 12, -0.6
CC1(C)Cc2c(cnn2-c2ccc(F)cc2)C(NC(=O)C2=CC(=O)CC(C)(C)O2)C1 (stereo unspecified)
  ., ., ., -4, -8, ., 0.0, 0, .
CCOC(=O)c1ccc(NC(=O)c2nc[nH]c2C(=O)N[C@@H](C)C(=O)OC(C)(C)C)cc1
  -17, ., -9, -8, -14, 0.6, 0.4, -3, 0.9
CC(Sc1nncn1C)C(=O)Nc1ccc(N2CCCCC2)cc1 (stereo unspecified)
  -14, ., -6, -18, -16, 1.2, 1.4, 17, 0.8
COc1ccc(CC(=O)OCc2cc(=O)n3cc(Br)ccc3n2)cc1OC
  1, -12, -9, -10, -12, 1.1, 1.6, 10, 4.4
O=C1Nc2ccc(S(=O)(=O)NCCCO)c3cccc1c23
  ., -19, ., 3, -14, ., -0.2, -7, .
COc1ccc(CN(Cc2cccnc2)S(=O)(=O)c2ccc(-n3cnnn3)c(C)c2)cc1OC
  -8, 9, 0, -4, 4, 0.5, 1.0, -7, -0.5
C=CCOc1cccc(/C=C2\C(=O)N(Cc3ccc(C)cc3)C(C)=C2C(=O)OC)c1
  -9, 0, 0, -13, -22, 0.8, 0.1, 19, 0.1
C=CCn1c(CNc2ccccc2)nnc1SCC(=O)N/N=C/c1ccc(O)cc1O
  -21, -17, 1, -4, -1, -1.9, -0.1, 6, 0.1
CC1(C)CC(=O)C=C(NC2=CC3OC(c4ccccc4)OCC3OC2=O)C1 (stereo unspecified)
  -14, -3, -3, -14, -13, 0.2, 0.5, 28, 4.6
COC(=O)C1=C(C)NC(=O)/C1=C/c1ccc(CNS(=O)(=O)c2ccc(C)cc2)o1
  3, -5, -8, 11, 12, 0.7, -0.1, -11, 0.5
COc1ccc(C(=O)Nc2nc3ccccc3[nH]2)cc1OC
  -16, 25, -9, -5, 1, 2.4, 1.3, 15, 0.2
COC(=O)c1cccc(NC(=O)CN2C(=O)C3CCCCC3C2=O)c1 (stereo unspecified)
  ., ., ., -6, -11, ., 0.5, -13, .

# 2 successive entries out of the list so far, for reference:
# Value order: CHO parental Ca, GPR7 antagonist, OXTR potentiator, CHO-K1 Ca antag, TAAR1 antag, OXTR ag, CHO-K1 Ca ag, CHO-K1 Ca PAM, V1R ag counter
O=C(Nc1c[nH]c(=O)[nH]c1=O)c1cc([N+](=O)[O-])cc([N+](=O)[O-])c1
  0, -1, -16, -10, 2, 2.4, 1.0, 11, 0.1
COc1cc(C(C)=O)ccc1OCCCOc1cccc2cccnc12
  -13, -7, -6, 1, 6, 0.9, 4.0, -9, 0.5

# Returning to the listing, starting three compounds before the break.
# Value order: CHO parental Ca, GPR7 antagonist, OXTR potentiator, CHO-K1 Ca antag, TAAR1 antag, OXTR ag, CHO-K1 Ca ag, CHO-K1 Ca PAM, V1R ag counter
COC(=O)C1=C(C)NC(=O)/C1=C/c1ccc(CNS(=O)(=O)c2ccc(C)cc2)o1
  3, -5, -8, 11, 12, 0.7, -0.1, -11, 0.5
COc1ccc(C(=O)Nc2nc3ccccc3[nH]2)cc1OC
  -16, 25, -9, -5, 1, 2.4, 1.3, 15, 0.2
COC(=O)c1cccc(NC(=O)CN2C(=O)C3CCCCC3C2=O)c1 (stereo unspecified)
  ., ., ., -6, -11, ., 0.5, -13, .
Cc1ccc(C2C(C(N)=S)=C(N)OC3=C2C(=O)CC(C)(C)C3)cc1 (stereo unspecified)
  -21, -14, -1, -5, 1, -2.0, 0.5, 17, 0.5
O=C(O)C1CCN(C(=O)CSc2nnc3ccccn23)CC1
  -6, ., -5, -12, 10, 3.1, 0.7, 11, 1.1
CC(C)(C)OC(=O)N1CCOCCOCCNCCOCCOCC1
  -8, -7, -7, 11, -6, -0.2, 0.2, -4, 1.0
Nc1c(C(=O)Nc2ccc(F)cc2)sc2nc(-c3ccco3)ccc12
  0, -11, -10, 3, 21, -0.7, 0.7, 1, -0.2
O=C(NCCCO)c1ccc(CSc2nc3ccccc3[nH]2)cc1
  0, -12, -4, -10, -12, -0.2, 0.7, 19, -0.9
CCOc1ccc(NC(=O)Nc2ccc3nccnc3c2)cc1
  -7, -4, -11, -8, 48, 1.4, 6.3, 13, 5.3
Cc1cccc(C(=O)N2CCCN(C(=O)c3cccc(C)c3)CC2)c1
  -12, 2, 4, 5, 15, -0.9, 0.5, 7, -1.1
Nc1cccc(-c2nc3cc(S(=O)(=O)c4ccc5oc(-c6cccc(N)c6)nc5c4)ccc3o2)c1
  -6, -14, -7, 19, -6, 0.5, -0.1, -5, 0.3
CN(C)S(=O)(=O)Oc1ccccc1C(=O)Nc1cccc(C(F)(F)F)c1
  -13, 5, -17, -2, -7, -2.7, 1.2, 17, -1.1
O=C(O)CCc1nn2c3ccccc3n(CC(=O)c3ccccc3)c2nc1=O
  -7, 7, -8, -20, -5, 1.4, 0.2, 13, -0.3

# Screening data deposited in PubChem BioAssay by The Scripps Research Institute Molecular Screening Center.
